# Screens: PubChem, National Center for Advancing Translational Sciences (NCATS)
# TRb-SRC2 inh: disrupts binding of human TR beta to SRC2. TRbeta-SRC2 peptide binding, fluorescence polarization; receptor liganded with 1 µM T3. Potency, µM (highest dose often 106 µM), inactives show at the top dose activity change, negative = inhibition, actives largely listed as inhibitors. hit rate 0.065% among 280,000. AID 1469;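 further: plate controls were bound peptide for no effect and peptide without receptor for full effect; nearly all actives have a fitted effect of over 50% in size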
# Target sequence (P10828 whole entry, looked up): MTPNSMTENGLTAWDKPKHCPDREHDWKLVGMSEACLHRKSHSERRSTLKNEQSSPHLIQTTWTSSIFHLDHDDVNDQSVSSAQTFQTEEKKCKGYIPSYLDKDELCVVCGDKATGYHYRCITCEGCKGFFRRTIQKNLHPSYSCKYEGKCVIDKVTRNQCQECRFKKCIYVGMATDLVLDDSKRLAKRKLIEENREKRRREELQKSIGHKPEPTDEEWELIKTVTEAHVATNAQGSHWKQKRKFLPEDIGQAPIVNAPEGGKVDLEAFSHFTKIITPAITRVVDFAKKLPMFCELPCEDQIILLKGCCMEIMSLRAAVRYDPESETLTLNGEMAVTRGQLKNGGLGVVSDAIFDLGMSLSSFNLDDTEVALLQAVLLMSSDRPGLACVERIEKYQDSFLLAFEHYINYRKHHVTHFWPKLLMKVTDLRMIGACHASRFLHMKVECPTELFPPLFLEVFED
#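 Each compound concentration gave % activity, normalized to unbound and bound Texas Red SRC2 controls, from polarization read after 5 hr ambient incubation with T3-loaded human TRb LBD.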
# RECQ1 helicase: inhibitors of human RECQ1 DNA helicase; AID 2549; hit rate 0.54% among 240,000; Potency, µM (series often up to 57.3 µM), for inactives: at the top dose activity, negative = inhibition, actives largely listed as inhibitors; RECQ1 DNA unwinding, red fluorescence kinetic read; P46063;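 further: plate controls were vehicle for no effect and no enzyme for full effect; nearly all actives have a fitted effect of over 30% in size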
# Target sequence (P46063 whole entry, looked up): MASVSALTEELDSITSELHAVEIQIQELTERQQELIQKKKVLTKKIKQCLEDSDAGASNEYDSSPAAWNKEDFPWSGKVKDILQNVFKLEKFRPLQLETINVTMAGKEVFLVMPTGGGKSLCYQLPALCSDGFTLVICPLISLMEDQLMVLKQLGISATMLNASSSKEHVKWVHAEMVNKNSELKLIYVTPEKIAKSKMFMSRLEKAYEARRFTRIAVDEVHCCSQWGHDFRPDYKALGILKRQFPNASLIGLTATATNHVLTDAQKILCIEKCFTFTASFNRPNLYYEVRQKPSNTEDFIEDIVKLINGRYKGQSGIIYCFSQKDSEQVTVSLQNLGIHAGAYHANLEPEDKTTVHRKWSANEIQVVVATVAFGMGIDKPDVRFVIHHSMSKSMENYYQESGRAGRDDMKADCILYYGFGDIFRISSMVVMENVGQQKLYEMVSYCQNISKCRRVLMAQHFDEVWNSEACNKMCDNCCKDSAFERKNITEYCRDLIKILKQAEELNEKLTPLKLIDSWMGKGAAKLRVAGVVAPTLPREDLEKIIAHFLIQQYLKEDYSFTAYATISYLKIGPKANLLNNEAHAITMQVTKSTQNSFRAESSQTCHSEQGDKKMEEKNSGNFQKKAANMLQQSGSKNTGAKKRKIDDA
#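 RECQ1T1 50 nM; forked duplex (20 bp + 30-nt ss tails) 200 nM, ATP 2 mM final; pH 8.0, 2 mM MgCl2, 2.5 ug/ml poly(dI-dC); 15 min compound preincubation; discontinuous kinetic read over 2 h at RT.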
# L3MBTL1 inh: blocks human L3MBTL1. Q9Y468. AlphaScreen L3MBTL1–H3K9me1 peptide binding. Potency, µM (top dose mostly 57.1 µM), inactives show top-dose activity, negative = inhibition, actives largely listed as inhibitors. hit rate 0.66% among 230,000. AID 485360; further: nearly all actives have a fitted effect of over 60% in size
#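 Read-out is AlphaScreen signal from streptavidin donor and nickel chelate acceptor beads (10 ug/mL final each) bridging L3MBTL1 (50 nM) and biotinylated K9-monomethylated H3(1-15) peptide (75 nM), after 30 min compound exposure at room temperature.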
# GAA spleen mod: inhibits or activates alpha-glucosidase in human spleen homogenate. human spleen homogenate, 4-MU-alpha-glucoside fluorescence. Potency, µM (highest dose often 79.9 µM), without a hit: top-dose activity change, negative = inhibition, usual class: inhibitors. hit rate 0.006% among 240,000. AID 2112;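 further: 0% = enzyme with vehicle and -100% = no enzyme basal signal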
#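 Human spleen homogenate (1 ug) incubated with compounds and 1 mM 4-methylumbelliferyl-alpha-D-glucopyranoside in pH 5.0 citrate/phosphate buffer, 37 C, 40 min. Stopped at pH 10; 4-MU fluorescence (Ex 365/Em 440 nm); AC50 by Hill fit.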
# TexasRed fluor: alters Texas Red total fluorescence, flagging assay interference | Potency, µM (top dose mostly 106 µM), for inactives: at the top dose fluorescence change, negative = quenching | hit rate 0.29% among 280,000 | TRb/SRC2 Texas Red total fluorescence interference; active means well fitted curve in either direction with a large enough effect; inconclusive means small, poorly fitted or top-dose-only effect
#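 Human TRβ ligand-binding domain (0.6 uM) and Texas Red SRC2 peptide (20 nM) in Tris buffer with 1 uM T3 and 5% DMSO were incubated with pinned compound for 5 hr at ambient temperature. Total fluorescence was computed as S + 2P (555/632 nm).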
# GoLoco inh red: RGS12 GoLoco-Gai1 interaction inhibition; Potency, µM (doses to about 61.6 µM), for inactives: top-dose activity, negative = inhibition, usual class: inhibitors; AID 880; Gai1:RGS12 GoLoco peptide FP, rhodamine, 10 min; hit rate 0.44% among 230,000; active means well fitted inhibition curve with a large enough effect, not every such curve was filed as active; inactive means no such curve, though single readings can be large or run the other way; further: nearly all actives have a fitted effect of over 30% in size; many of its hits are not listed in these tables
# GAA inhib: inhibitors of human lysosomal alpha-glucosidase. AID 1466. P10253. hit rate 0.005% among 200,000. Potency, µM (doses to about 76.9 µM), for inactives: top-dose activity change, negative = inhibition, most hits filed as inhibitors. purified human GAA, 4-MU-alpha-glucoside fluorescence;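 further: plate controls were uninhibited enzyme wells for no effect and no-enzyme background for full effect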
#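 Human alpha-glucosidase, 4 nM, pre-mixed with test compounds before 400 uM 4-methylumbelliferyl substrate; 20 min room temperature at pH 5.0. Fluorescence read after pH 10 stop; AC50 values from Hill-equation fits.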
# GAA glycogen: GAA glycogen-cleavage inhibition or activation; P10253; recombinant GAA, glycogen substrate, Amplex Red glucose oxidase fluorescence; Potency, µM (highest dose often 76.4 µM), for the others: top-dose activity change, negative = inhibition, actives largely listed as inhibitors; hit rate 0.38% among 300,000;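 further: 0% = full enzyme reaction and -100% = no-enzyme basal signal; the screen sought inhibitors and activators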
#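 Recombinant enzyme (4 nM final) with compounds titrated up to 77 uM and bovine liver glycogen (30 ug) in citrate pH 5.0, 0.01% Tween-20, 37 C 40 min. Released glucose detected by Amplex Red/glucose oxidase (Ex 573/Em 610); AC50 from Hill fits.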
# An asterisk follows results filed as active; i = inactive; ? = inconclusive; / = not tested or not shown; [ ] = remark or other dose. Unless noted, the call rests on the fitted dose curve; in most records, active means well fitted curve in the direction sought with a large enough effect; inconclusive means small, poorly fitted or top-dose-only effect, or another doubt; inactive means no such curve, though single readings can be large; an effect the other way counts as inactive or inconclusive. Unless noted, on the % scale 0 is the no-effect control and ±100 the full control effect; potency means the concentration at half of the fitted maximal effect.
# Field names – A = TRb-SRC2 inh; B = RECQ1 helicase; C = L3MBTL1 inh; D = GAA spleen mod; E = TexasRed fluor; F = GoLoco inh red; G = GAA inhib; H = GAA glycogen
COc1ccc(CNC(=O)c2c(O)c3cccc4c3n(c2=O)CCC4)cc1OC
  A = -5%; B = -9%; C = -4%; D = -7%; E = -4%; F = 7%; G = 0%; H = 5%
COc1cc(OC)cc(C(=O)OCc2cc3ccccc3[nH]c2=O)c1
  A = 0%; B = i; C = 27%; D = 4%; E = -7%; F = -18%; G = 8%; H = 3%
Cc1ccc(C2CC(c3ccco3)n3nc(N)nc3N2)cc1 (stereo unspecified)
  A = 6%; B = -1%; C = -4%; D = -4%; E = 1%; F = 7%; G = -4%[15.4 µM]; H = 7%
COC(=O)CCCCCN1C(=O)/C(=C\c2ccncc2)SC1=S
  A = 4%; B = -13%; C = -17%; D = -5%; E = -1%; F = -3%; G = 2%[15.4 µM]; H = -13%
O=C(/C=C/c1ccccc1Cl)N1CCN(c2ncccn2)CC1
  A = -4%; B = 0%; C = -1%; D = 4%; E = 1%; F = 6%; G = -9%; H = 3%
O=C(NCCc1ccccc1)c1ccc([N+](=O)[O-])cc1
  A = 0%; B = i; C = 10%; D = -17%; E = -3%; F = 10%; G = -5%; H = 8%
O=C(c1ccc(Cn2cc(Br)cn2)o1)N1N=C(C(F)F)CC1(O)C(F)F (stereo unspecified)
  A = 2%; B = -6%; C = /; D = -6%; E = 0%; F = 15%; G = 0%; H = 1%
NC(=S)N1OC[C@@H]2COc3ccc4ccccc4c3[C@@H]21
  A = -1%; B = 0%; C = -11%; D = /; E = 1%; F = 12%; G = 2%; H = -1%
Cc1c(-c2cccs2)[n+](=O)c2c(n1[O-])CCCC2
  A = -2%; B = -1%; C = 9%; D = -1%; E = -4%; F = -4%; G = -3%; H = 5%
Cc1onc(C(=O)NN)c1C(=O)N1CCN(C(c2ccccc2)c2ccccc2)CC1
  A = -6%; B = i; C = /; D = 0%; E = -4%; F = 19%; G = -11%; H = ?
CCC(=O)OCC(=O)Nc1ncc(C(F)(F)F)cc1Cl
  A = 4%; B = i; C = -12%; D = 1%; E = -3%; F = 55%[activator]; G = -6%; H = 5%
CCOC(=O)c1c(-c2cccs2)csc1NC(=O)CCCC(=O)O
  A = -13%; B = -3%; C = 0%; D = -5%; E = -4%; F = 12%; G = 7%; H = -8%
CC(N=c1ccccn1C(=O)Nc1cccc(C(F)(F)F)c1)c1ccco1 (stereo unspecified)
  A = -4%; B = 5%; C = /; D = 4%; E = 1%; F = 5%; G = -2%; H = 6%
CC(C)(C)c1ccc(OCC(O)CSc2ncn[nH]2)cc1 (stereo unspecified)
  A = -11%; B = -14%; C = /; D = 5%; E = 0%; F = 10%; G = -3%; H = 0%
COCCSc1ccccc1C(=O)Nc1nncs1
  A = -8%; B = -13%; C = 1%; D = 0%; E = 0%; F = 4%; G = 6%; H = -6%
CS(=O)(=O)c1ccc(Cl)c(NC(=O)CCc2ccccc2)c1
  A = 10%; B = 12%; C = -2%; D = -13%; E = -3%; F = -4%; G = -10%; H = 24%
COc1ccc(C(C(=O)NCCC(C)C)N(CCN2CCOCC2)C(=O)Cn2nnc3ccccc32)c(OC)c1 (stereo unspecified)
  A = 6%; B = 3%; C = 1%; D = 2%; E = 4%; F = 14%; G = 1%; H = 11%
Cc1cc(C)n(-c2nc3ccccc3nc2N2CCOCC2)n1
  A = 7%; B = -10%; C = 7%; D = 1%; E = -1%; F = 1%; G = -4%; H = 9%
CC(C)(CO)NCc1cccc(OCc2ccc(Cl)cc2)c1
  A = 9%; B = 9%; C = 1%; D = -12%; E = -1%; F = 9%; G = -3%; H = 7%
Nc1ncn(C(=O)c2ccco2)n1
  A = -6%; B = 10%; C = -3%; D = -5%; E = 1%; F = -3%; G = 0%; H = -5%
COC(=O)Nc1ccc(S(=O)(=O)N2c3ccccc3CCC2C)cc1 (stereo unspecified)
  A = 0%; B = -13%; C = 3%; D = -4%; E = 0%; F = 4%; G = ?; H = -12%
O=C(CSc1nnnn1-c1ccccc1)N1CCCc2ccccc21
  A = 3%; B = -11%; C = /; D = -4%; E = 0%; F = -1%; G = -5%; H = -7%
O=C(CSc1nnc(-c2ccncc2)n1Cc1ccco1)Nc1nc(-c2ccccc2)cs1
  A = -4%; B = i; C = /; D = 0%; E = -3%; F = 2%; G = 0%; H = -2%
COc1ccc(C(CCNCc2ccc(OC(C)C)cc2)C(C)C)cc1 (stereo unspecified)
  A = 0%; B = i; C = -4%; D = 0%; E = 4%; F = 13%; G = ?; H = -2%
COc1ccc(C2=NN(S(=O)(=O)c3ccccc3)C(c3ccccc3)C2)cc1 (stereo unspecified)
  A = 2%; B = -10%; C = 3%; D = -1%; E = -1%; F = -3%; G = /; H = -6%
O=C(Nc1ccc(Cl)cc1)C1CC(=O)n2c(nc3ccccc32)N1 (stereo unspecified)
  A = -8%; B = -2%; C = -5%; D = 2%; E = -2%; F = -4%; G = 1%; H = -2%
CCOC(=O)c1c(C2COc3ccccc3O2)csc1NC(=O)c1ccco1 (stereo unspecified)
  A = -3%; B = -8%; C = -4%[11.4 µM]; D = -7%; E = -6%; F = -27%; G = 2%; H = 9%
CC(Sc1ccsc1[N+](=O)[O-])C(=O)N1CCN(c2ccccn2)CC1 (stereo unspecified)
  A = 0%; B = 10%; C = 2%; D = 4%; E = 0%; F = 6%; G = -6%; H = 28%
O=C(CCS(=O)(=O)Cc1ccccc1)N1CCN(c2ccccc2)CC1
  A = 13%; B = -1%; C = /; D = 3%; E = 2%; F = -3%; G = -9%; H = ?
COc1ccc(CCNS(=O)(=O)c2cccc3cccnc23)cc1OC
  A = -4%; B = 0%; C = 5%; D = -2%; E = 1%; F = 8%; G = /; H = 1%
CCOc1ccc(-n2cc(-c3ccccc3)c3c(SC(C)C(=O)OC)ncnc32)cc1 (stereo unspecified)
  A = 0%; B = -7%; C = -6%; D = -7%; E = -2%; F = /; G = 4%; H = 7%
O=C1c2ccccc2C(=O)C1c1ccccc1
  A = 0%; B = -1%; C = -12%; D = 7%; E = 1%; F = 16%; G = -1%[15.4 µM]; H = 3%
CCCCN(C)CC(O)Cn1cc(/C=C/C(=O)c2cccs2)c2ccccc21 (stereo unspecified)
  A = 10%; B = -3%; C = -5%; D = -1%; E = 7%; F = -16%; G = -2%; H = 9%
CC(C)COc1ccc(C(=O)N(Cc2ccco2)C2CCS(=O)(=O)C2)cc1 (stereo unspecified)
  A = -12%; B = i; C = -11%; D = 6%; E = 0%; F = 5%; G = -2%; H = 2%
Brc1cccc(-c2nnc3sc(CNC4CCCC4)cn23)c1
  A = -4%; B = -4%; C = /; D = -14%; E = -1%; F = 5%; G = -5%; H = -3%
CC1C(=O)CC(c2ccco2)NC1c1ccco1 (stereo unspecified)
  A = -9%; B = -5%; C = /; D = -11%; E = -4%; F = 5%; G = -4%; H = 4%
COc1ccccc1-c1n[nH]c(=S)o1
  A = -6%; B = -7%; C = -2%; D = -6%; E = -2%; F = -2%; G = -1%; H = -21%
CCOc1ccc(/C=N/NC(=O)C2(O)c3ccccc3-c3ccccc32)cc1
  A = 5%; B = -2%; C = 6%; D = 2%; E = 0%; F = 6%; G = -7%; H = 16%
Cc1cc(-c2nnc3n2N=C(c2ccc(-c4ccccc4)cc2)CS3)n[nH]1
  A = 5%; B = i; C = ?; D = 3%; E = -1%; F = /; G = -10%; H = -10%
Cc1ccc(CNC(=O)c2ccc3c(=O)c(O)c(-c4ccc(C)cc4)[nH]c3c2)cc1
  A = 3%; B = i; C = /; D = 0%; E = 0%; F = 17%; G = /; H = -21%
Cc1ccc(C(=O)O/N=C(\N)c2cccc([N+](=O)[O-])c2)cc1
  A = -7%; B = 14%; C = -8%; D = 4%; E = 1%; F = 5%; G = 5%; H = -2%
COC(=O)c1c(CSc2cccc(C)c2)noc1C(=O)NCc1ccco1
  A = -3%; B = -1%; C = -6%; D = -2%; E = 0%; F = -1%; G = -5%; H = -2%
CC(C)c1nnc(NC(=O)C2c3ccccc3Oc3ccccc32)s1
  A = -2%; B = -6%; C = /; D = 8%; E = -3%; F = -2%; G = -1%; H = -1%
O=C(OCC(=O)N1CCCCC1)c1cc(NS(=O)(=O)c2ccc(Cl)c([N+](=O)[O-])c2)ccc1O
  A = 10%; B = 1%; C = -5%; D = 2%; E = -2%; F = -5%; G = -1%; H = -28%
COC(=O)c1sc(S(=O)(=O)NCc2ccccc2)c(C(=O)OC)c1C
  A = 7%; B = -2%; C = /; D = -8%; E = 1%; F = 1%; G = -4%; H = 0%
O=C(NCCCn1ccnc1)C1c2ccccc2Oc2ccccc21
  A = 0%; B = -12%; C = /; D = -4%; E = -1%; F = 3%; G = -9%; H = 2%
Cc1cc(C)c2c(N)c(C(=O)NCC3CCCCC3)sc2n1
  A = -1%; B = -1%; C = /; D = -6%; E = -3%; F = 0%; G = 5%; H = 5%
CCOc1ccc(N2C(=O)CC(SCc3nc4ccccc4[nH]3)C2=O)cc1 (stereo unspecified)
  A = -8%; B = -5%; C = -3%; D = -8%; E = -8%; F = -5%; G = /; H = -18%
CCn1ccc(C(=O)Nc2cccc(Cl)c2)n1
  A = 4%; B = i; C = 1%; D = 3%; E = -2%; F = 10%; G = -3%; H = 15%
CCOc1ccc2nc(NC(=O)C3CCN(c4cnccn4)CC3)sc2c1
  A = -7%; B = -12%; C = -7%; D = -2%; E = -3%; F = -8%; G = -2%; H = 1%

# 4 of the compounds above, with values under each structure.
# Second line of a record – TRb-SRC2 inh, RECQ1 helicase, L3MBTL1 inh, GAA spleen mod, TexasRed fluor, GoLoco inh red, GAA inhib, GAA glycogen
> COC(=O)c1c(CSc2cccc(C)c2)noc1C(=O)NCc1ccco1
    -3%, -1%, -6%, -2%, 0%, -1%, -5%, -2%
> CCOc1ccc(N2C(=O)CC(SCc3nc4ccccc4[nH]3)C2=O)cc1 (stereo unspecified)
    -8%, -5%, -3%, -8%, -8%, -5%, /, -18%
> COC(=O)c1sc(S(=O)(=O)NCc2ccccc2)c(C(=O)OC)c1C
    7%, -2%, /, -8%, 1%, 1%, -4%, 0%
> CCOc1ccc2nc(NC(=O)C3CCN(c4cnccn4)CC3)sc2c1
    -7%, -12%, -7%, -2%, -3%, -8%, -2%, 1%

# Only part of the results is shown; the hit share may differ from the screen's.
